# AID2073 – inhibitors of Mint1-CaV2.2 protein interaction, biochemical, HTRF (AID 2073); 290,000 tested, 0.19% active; one-dose inhibition, % at 20 µM; IC50 in µM for titrated hits; HTRF protein-protein interaction, Mint1-CaV2.2; higher % means a stronger effect; in the data active = inhibition mostly above about 51%, no sharp cut-off; also: some results filed as inactive read as strong as hits
# NOD2 inhibition – NOD2 signaling inhibitors, cell-based, luminescence, uHTS, HEK293 (AID 1566). inhibition, % at 4 µM, or EC50 in µM where a hit was titrated. HEK293 NOD2/NF-kB luciferase reporter, luminescence; higher % means a stronger effect. 290,000 tested, 0.63% active; also: many of its hits are not listed in these tables
# Hep lipid drop – hepatic lipid droplet formation modulation | AML12 mouse hepatocytes, oleate lipid droplets, BODIPY imaging | 240,000 tested, 0.4% active | AID 1656 | inhibition, % at 6.5 µM;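 active = lipid droplet intensity inhibited by at least 50%, with more than 500 cells counted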
#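 System: AML12 hepatocytes (mouse). Probe or stimulus: oleic acid at 100 µM to induce lipid droplet formation. Times: overnight treatment with compound plus oleate. Detection: Image-based BODIPY and DAPI two-channel analysis. Evaluation: percent inhibition of filter-corrected integrated lipid droplet intensity per well.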
# LYP inhibition – inhibitors of LYP phosphatase, biochemical, fluorescence intensity, uHTS (AID 1779) | recombinant LYP phosphatase, fluorescence intensity; higher % means a stronger effect | inhibition, % at 11.5 µM, or IC50 in µM where a hit was titrated | 290,000 tested, 0.054% active;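 also: plate controls were vehicle with enzyme for no effect and no enzyme for full effect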
# XIAP displacement – XIAP antagonists, biochemical, IAP family, fluorescence polarization (AID 1018) | 200,000 tested, 0.007% active | XIAP BIR domain, fluorescence polarization peptide displacement; higher % means a stronger effect | one-dose displacement, % at 20 µM; IC50 in µM for titrated hits; in the data active = displacement above about 50%; also: a part of the inactive calls stands beside numbers as strong as those of hits
# M17LAP inhibition – P. falciparum M17LAP inhibitors, primary screen, biochemical, fluorogenic H-Leu-NHMec substrate, 1536-well (AID 1619); 220,000 tested, 0.38% active; one-dose inhibition, % at 30 µM; IC50 in µM for titrated hits; recombinant M17LAP, H-Leu-NHMec fluorogenic kinetic assay; higher % means a stronger effect;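 active = compound inhibiting the enzyme by more than half at any dose during confirmatory dose-response retesting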;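 also: plate controls were full reaction with DMSO carrier for no effect and no enzyme background for full effect; strong numbers were not always called active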
# P. falciparum M1AAP – malaria alanyl aminopeptidase activity blockers – biochemical, fluorogenic H-Leu-NHMec substrate, 1536-well (AID 1445); recombinant M1AAP, H-Leu-NHMec fluorogenic kinetic assay; higher % means a stronger effect; inhibition, % at 30 µM, or IC50 in µM where a hit was titrated; 220,000 tested, 0.42% active;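 active = primary inhibition above the hit cutoff, then over 50% inhibition at one or more dose response concentrations, cut at about 23% in these data, passing the limit was not always enough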;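 also: plate controls were DMSO full reaction for no effect and no enzyme background for full effect; strong numbers were not always called active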
# SIAH1 antagonists – blockers of Siah-1 interaction with plectin peptide – biochemical, fluorescence polarization, rhodamine-plectin, uHTS, primary screen (AID 1817); 290,000 tested, 0.02% active; Siah-1 / rhodamine-plectin peptide fluorescence polarization; higher % means a stronger effect; displacement, % at 20 µM, or IC50 in µM where a hit was titrated;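 active = displacement of at least 50% at 20 µM, with a fluorescence ratio check between 0.3 and a set limit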;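 also: plate controls were Siah plus tracer with DMSO for no effect and tracer alone without Siah for full effect; strong numbers were not always called active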
# CSM14.1 death rescue – protection against thapsigargin-triggered cell killing – 384-well, CSM14.1, ATP luminescence, primary screen (AID 1222). CSM14.1 thapsigargin-induced death rescue, ATP luminescence; higher % means a stronger effect. cellular ATP content (survival), % at 20 µM; hits with a dose series show EC50 in µM. 190,000 tested, under 10 active;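 active = EC50 below 50 µM in the dose-response confirmation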;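 also: death triggered by thapsigargin at about 15 µM added after 2 h compound pretreatment; cell ATP read after overnight thapsigargin exposure of roughly 18 to 22 hours; normalized against plate controls of thapsigargin alone and 5% DMSO vehicle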
# Hep lipid drop cells 6.5 µM – second read-out of Hep lipid drop, no call of its own (marks repeat the call); cell count; measured here: cell count, cytotoxicity flag;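 cells counted across two imaged fields per well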
# Active calls of the source: *; · = not tested or not shown; & = joins results of further samples. Rule as the data show it, unless noted: active = inhibition above about 50%; inactive = the rest.
# Results follow in this order: LYP inhibition | SIAH1 antagonists | CSM14.1 death rescue | NOD2 inhibition | AID2073 | Hep lipid drop cells 6.5 µM | Hep lipid drop | XIAP displacement | M17LAP inhibition | P. falciparum M1AAP
- COc1ccc(CCNC(=O)C2CCN(S(=O)(=O)c3ccc(NC(C)=O)cc3)CC2)cc1OC
    -4% | 3% | · | 13% | 10% | 770 | 4 | · | · | ·
- O=C(Nc1ccccc1C(=O)O)c1cc(S(=O)(=O)N2CCCCCC2)ccc1Cl
    -11% | 5% | · | 36% | 11% | 776 | -11 | · | · | ·
- Cc1cc(C)c(S(=O)(=O)NCc2ccc3c(c2)OCO3)cc1C
    0% | 3% | · | 2% | 3% | 838 | -2 | · | · | ·
- Cc1cc(C)nc(-n2nc(C)cc2NC(=O)c2ccc(S(=O)(=O)N3CCOCC3)cc2)n1
    -4% | 6% | · | 18% | -4% | 734 | 10 | · | -1% | 4%
- CSCc1ccc(C(=O)NCc2ccc(C)cc2)cc1
    -4% | -5% | -1.4% | 4% | 1% | 756 | -3 | -2.3% | 2% | 2%
- O=C(CNC(=O)Cc1ccccc1)NCC(=O)OCc1ccccc1
    2% | -4% | -1.0% | -11% | 1% | · | · | -7.4% | -9% | 2%
- CC(C)N(C(=S)Nc1cccc(C(F)(F)F)c1)C(C)c1ccccn1 (stereo unspecified)
    2% | 1% | 2.0% | -6% | -1% | 703 | -3 | -4.2% | -2% | -5%
- Cc1ccc(N=Nc2c(=O)[nH]n3c(=O)cc(C)[nH]c23)cc1
    -1% | -6% | -2.2% | 5% | -10% | 756 | -1 | -6.0% | 86µM* | 22%
- S=c1[nH]nc(-c2cccnc2)n1/N=C/c1ccc(Br)s1
    -15% | -3% | -2.1% | 26% | -20% | 476 | -4 | -6.5% | -8% | 7%
- COc1ccccc1C(=O)Nc1ccccc1N1CCCCC1
    4% | 3% | · | -21% | 10% | 411 | 12 | · | · | ·
- COc1ccc(N2CCN(c3cc(C)c4ccc(C)cc4n3)CC2)cc1
    0% | -4% | 0.4% | -1% | -1% | 696 | 8 | -6.7% | 6% | 4%
- Cc1ccc(C2CC2C(=O)NNC(=S)Nc2ccc(Cl)cc2)cc1 (stereo unspecified)
    12% | -6% | 1.1% | 15% | -8% | 715 | -3 | -6.3% | 8% | -9%
- CCCCn1[nH]c(-c2ccccc2)cc1=O
    0% | -6% | -0.5% | 15% | -4% | 638 | -2 | -13% | 42% | 6%
- Cc1ccc(-c2nnn(CC(=O)N(Cc3ccccc3)C(C(=O)NC(C)(C)C)c3ccncc3)n2)o1 (stereo unspecified)
    -10% | 2% | -0.3% | 18% | 20% | 813 | 13 | -3.9% | -3% | 9%
- O=C(O)CC12CC3CC(C1)CC(n1ncc(NCc4ccco4)c(Cl)c1=O)(C3)C2
    3% | -3% | · | 0% | 9% | 743 | -10 | · | 7% | 8%
- CC(=O)c1ccc(N2CCN(C(=O)CCCn3c(=O)[nH]c4ccsc4c3=O)CC2)cc1
    7% | -1% | · | 4% | -4% | 757 | 0 | · | · | ·
- CC(CCc1ccccc1)NC(=O)c1ccc(Br)cc1 (stereo unspecified)
    -12% | -6% | · | -3% | 10% | · | · | · | · | ·
- O=C(NCCN1CCOCC1)N1CCOCC1
    -10% | 2% | 1.2% | 9% | -3% | 732 | -12 | -5.8% | -7% | 0%
- Cc1nn(CC(=O)O)c(C)c1[N+](=O)[O-]
    -5% | 6% | -1.4% | 11% | 6% | 694 | -5 | -8.8% | · | ·
- COc1ccc2[nH]c3c(c2c1)CCN1C(=O)N([C@@H](C)C(=O)NCc2ccccc2)C(=O)[C@]31C
    -5% | -5% | · | 12% | 16% | · | · | · | · | ·
- CN1C(=O)CS(=O)c2ccc(C(=O)NCCC3=CCCCC3)cc21 (stereo unspecified)
    0% | 0% | -0.9% | 6% | -5% | · | · | -4.9% | 0% | 12%
- COc1ccc(C)cc1S(=O)(=O)N1CCCC(C(=O)N2CCN(c3ccccc3F)CC2)C1 (stereo unspecified)
    -5% | -3% | · | 27% | 10% | 865 | -8 | · | · | ·
- Cc1cc(C)nc(Sc2ccc(C=O)cc2[N+](=O)[O-])n1
    -2% | 10% | 0.0% | 8% | -15% | 730 | 12 | -0.1% | 1% | 10%
- Cc1cc(C)c(S(=O)(=O)n2ccc3ccccc32)c(C)c1
    0% | -2% | -0.9% | -23% | -2% | · | · | -4.4% | -4% | 2%
- COc1ccc(-c2cc(C)no2)cc1S(=O)(=O)N1CCN(c2ccccn2)CC1
    -11% | -2% | · | 23% | -1% | 702 | -8 | · | · | ·
- Cc1cccc(C(=O)N/N=C2\CS(=O)(=O)N(C)c3ccsc32)c1
    -5% | 0% | · | 3% | 4% | 729 | -1 | · | -5% | -8%
- Cc1cccn2c(=O)c(/C=C(\C#N)C(=O)NCc3ccco3)c(N3CCCCC3)nc12
    -40% | 3% | 4.3% | 23% | 12% | 570 | -27 | -18% | 9% | 16%
- O=C(C1=C[C@@H](c2csc3ccccc23)C[C@@H](OCc2ccc(CO)cc2)O1)N1CCOCC1
    -7% | 1% | 3.8% | 6% | -4% | 677 | -2 | -4.7% | 2% | 2%
- Nc1cccc(-n2cccc2)c1
    -14% | -2% | -1.0% | 5% | -7% | 595 | -4 | -3.6% | 4% | 8%
- CCCN(CC1CC1)C(=O)COC(=O)c1ccc(CNS(=O)(=O)c2ccc(F)c(Cl)c2)cc1
    0% | -2% | -4.3% | 3% | 8% | 534 | -16 | -5.4% | 3% | 0%

# Ordered by the number under LYP inhibition (falling): six of the compounds above
molecule	LYP inhibition
CC(=O)c1ccc(N2CCN(C(=O)CCCn3c(=O)[nH]c4ccsc4c3=O)CC2)cc1	7%
CC(C)N(C(=S)Nc1cccc(C(F)(F)F)c1)C(C)c1ccccn1 (stereo unspecified)	2%
Cc1cc(C)c(S(=O)(=O)n2ccc3ccccc32)c(C)c1	0%
CSCc1ccc(C(=O)NCc2ccc(C)cc2)cc1	-4%
COc1ccc(-c2cc(C)no2)cc1S(=O)(=O)N1CCN(c2ccccn2)CC1	-11%
S=c1[nH]nc(-c2cccnc2)n1/N=C/c1ccc(Br)s1	-15%

# Later entries
# Results follow in this order: LYP inhibition | SIAH1 antagonists | CSM14.1 death rescue | NOD2 inhibition | AID2073 | Hep lipid drop cells 6.5 µM | Hep lipid drop | XIAP displacement | M17LAP inhibition | P. falciparum M1AAP
- CCCN1C(=O)/C(=C/c2ccc(OCC(=O)OCC)cc2)NC1=S
    -5% | -4% | -0.1% | 10% | -26% | 721 | -6 | -3.7% | 3% | 19%
- Cc1cc(C(=O)Nc2ccc(S(=O)(=O)N3CCCC3)cc2)cs1
    -3% | 3% | -1.9% | 2% | 11% | 795 | 5 | -2.2% | 6% | 6%
- Cc1cc(OCCCCN2C(=O)NC(C)(C)C2=O)cc(C)c1Cl
    1% | 2% | -0.8% | 11% | -3% | 791 | 6 | -0.9% | 1% | -1%
- N=c1oc2ccc(Cl)cc2cc1C(=O)NC1CCCCCC1
    3% | 4% | · | 15% | 7% | 814 | 3 | · | · | ·
- O=C(NC1CCCCC1)N1CCN(S(=O)(=O)c2ccc(F)cc2)CC1
    -8% | 7% | 0.9% | 13% | -4% | 685 | 1 | 3.4% | -1% | -6%
- CCN(CC(=O)NCc1ccc(F)cc1)C(=O)C1CC1C (stereo unspecified)
    -6% | -5% | · | 3% | -5% | 725 | 2 | · | · | ·
- O=C(CC1C(=O)NC2CCCCC2N1C(=O)c1ccc(F)cc1)Nc1ccccc1 (stereo unspecified)
    -1% | 5% | -0.6% | 10% | 14% | 769 | 2 | -1.5% | -14% | -4%
- COC(=O)c1cnc[nH]1
    -11% | -1% | · | 1% | 0% | 769 | 2 | · | · | ·
- Cc1cc(C)[n+]2n1C(=O)C(c1ccccc1)=C2[O-]
    1%&-12% | -7%&7% | -1.5%&-0.8% | -2%&7% | -6%&3% | 739 | 4 | -3.7%&-4.9% | 2%&5% | 1%&5%
- O=C(NCCCn1ccnc1)c1cc(C(=O)C2CC2)c[nH]1
    -1% | 4% | 2.1% | 13% | -2% | 661 | -1 | -3.7% | 3% | -2%
- CC(C)(C)[C@H]1C=C(C(N)=O)O[C@@H](OCc2ccc(CO)cc2)C1
    2% | 1% | -1.0% | 3% | 4% | 724 | -1 | 1.6% | 4% | 6%
- CC(C)CCNC(=O)C(=O)Nc1ccccc1
    -4% | 3% | -1.8% | -27% | 6% | 675 | 4 | -5.5% | 16% | 4%
- COc1ccc(NC(=O)COC(=O)Cn2c(C)nc3ccccc32)cc1OC
    -2% | -1% | 0.5% | 9% | 1% | · | · | -4.5% | -5% | -2%
- O=C(CSc1ccc2nnc(-c3ccccn3)n2n1)Nc1ccc2c(c1)OCO2
    -4% | -7% | -0.5% | -2% | 11% | 714 | 20 | -2.1% | 7% | 14%
- Cn1c(=O)c2c(ncn2CC(=O)N2CCCCCC2)n(C)c1=O
    3% | 2% | · | 4% | 10% | 661 | 4 | · | 4% | 7%
- Cc1cccc(Cn2c(=O)oc3ccc(C)cc32)c1
    -9% | 9% | · | 6% | 32% | · | · | · | · | ·
- O=C(CNS(=O)(=O)c1ccccc1)OCc1cccc([N+](=O)[O-])c1
    -6% | 3% | -2.7% | 3% | 2% | 648 | 16 | -8.7% | -16% | -7%
- CCOc1cccc(C2/C(=C(/O)c3ccc4c(c3)CC(C)O4)C(=O)C(=O)N2CCCn2ccnc2)c1 (stereo unspecified)
    -2% | 5% | · | 6% | 6% | 757 | -7 | · | · | ·
- CC(=O)N(C)c1ccc(OCC(O)Cn2c(C)nc3ccccc32)cc1 (stereo unspecified)
    -3% | 6% | · | 23% | 0% | 662 | 14 | -2.9% | 16% | -19%
- COCCNC(=O)CSCc1c(F)cccc1Cl
    -3% | 3% | -1.3% | -4% | 0% | 730 | 29 | -4.8% | 3% | -8%
- CCCN1C(=O)/C(=C/c2ccc(C)o2)SC1=Nc1ccc(OC)cc1
    1% | -1% | -1.0% | 16% | 45% | · | · | -9.6% | 3% | 9%
- CCN(CC)S(=O)(=O)c1cccc(NC(=O)CCSc2ccc(Cl)cc2)c1
    10% | 6% | -2.8% | -1% | 7% | 582 | -49 | -32% | -13% | 17%

# Copied from the entries so far for reference:
# Results follow in this order: LYP inhibition | SIAH1 antagonists | CSM14.1 death rescue | NOD2 inhibition | AID2073 | Hep lipid drop cells 6.5 µM | Hep lipid drop | XIAP displacement | M17LAP inhibition | P. falciparum M1AAP
- CCCN1C(=O)/C(=C/c2ccc(C)o2)SC1=Nc1ccc(OC)cc1
    1% | -1% | -1.0% | 16% | 45% | · | · | -9.6% | 3% | 9%
- CCN(CC)S(=O)(=O)c1cccc(NC(=O)CCSc2ccc(Cl)cc2)c1
    10% | 6% | -2.8% | -1% | 7% | 582 | -49 | -32% | -13% | 17%

# Bioassay records (PubChem)

# These rows are one share of the data. The share of hits here may be higher or lower than overall.
